Screening data (PubChem)
EPAC1 antagonist = EPAC1 (human) antagonism. O95398. EPAC1 GEF assay, Rap1b-BODIPY-GDP exchange fluorescence. Potency, µM (highest dose often 115 µM), without a hit: at the highest dose activity change, negative = inhibition, actives largely listed as inhibitors. actives 0.14% (n = 360,000);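 also: potency is read from the fitted curve at half-maximal effect; plate controls were vehicle for no effect and positive control for full effect; nearly all actives have a fitted effect of over 50% in size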
HEK293 tox = cytotoxicity in counter-screen for GLP-1R inverse agonists. AID 624418. Potency, µM (top dose mostly 38.3 µM), for the others: at the top dose activity change, negative = inhibition, most hits filed as inhibitors. actives 0.13% (n = 410,000). HEK293 cAMP-luciferase reporter cells, luminescence, 24 h;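 also: loss of luciferase light is scored as toxicity; potency is read from the fitted curve at half-maximal effect; % is scaled to controls: 0 for no effect and ±100 for the full control effect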
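Cells in DMEM/10% Nu serum/1% pen-strep, 1536-well format. Pre-incubated 12 h, dosed with 23 nL compound, incubated a further 24 h. Luciferase detection, 12 min at room temp, luminescence.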
PI5P4K alpha inh = blocks human PI5P4K alpha kinase activity. AID 652105. P48426. PI5P4Kalpha enzyme, ADP-Glo luminescence, 60 min; hits give low values. actives 1.2% (n = 330,000). max response, %; active = max response of -50% or lower; inconclusive = between -30% and -50%; inactive = -30% or higher; also: value at the top dose of about 77 µM; % is scaled to controls: 0 for no effect and ±100 for the full control effect
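Quantitative HTS of the MLSMR library against PI5P4Kalpha with substrate. ATP added last at 5 microM final; room temperature, 60 minutes. Remaining ATP depleted, ADP converted and read as luminescence.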
EPAC1 agonist = agonists of human EPAC1; EPAC1 agonist qHTS, biochemical assay; response scale: 100% = response to 6.5 mM cAMP; Potency, µM (doses to about 154 µM), for inactives: at the top dose activation, usual class: activators; actives 0.073% (n = 360,000); AID 720707; also: potency is read from the fitted curve at half-maximal effect; nearly all actives have a fitted effect of over 60% in size
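Normalized to 6.5 mM cAMP, activity reflects EPAC1-catalysed release of BODIPY-GDP from Rap1B, followed kinetically over 30 min at 480 nm excitation, 540 nm emission. Reaction contained 100 nM EPAC1, 250 nM Rap1B-BODIPY-GDP, 50 uM GDP.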
GLP1R inv ag = GLP-1 receptor (human) inverse agonism | P43220 | HEK293 GLP-1R CRE-luciferase, luminescence, 24 h; GLP-1R form is constitutively active | Potency, µM (titrated, usually from 38.3 µM), without a hit: top-dose activity change, negative = inhibition, actives largely listed as inhibitors | actives 1.6% (n = 410,000); also: potency is read from the fitted curve at half-maximal effect; % is scaled to controls: 0 for no effect and ±100 for the full control effect; nearly all actives have a fitted effect of over 55% in size
Target sequence (P43220 whole entry, looked up): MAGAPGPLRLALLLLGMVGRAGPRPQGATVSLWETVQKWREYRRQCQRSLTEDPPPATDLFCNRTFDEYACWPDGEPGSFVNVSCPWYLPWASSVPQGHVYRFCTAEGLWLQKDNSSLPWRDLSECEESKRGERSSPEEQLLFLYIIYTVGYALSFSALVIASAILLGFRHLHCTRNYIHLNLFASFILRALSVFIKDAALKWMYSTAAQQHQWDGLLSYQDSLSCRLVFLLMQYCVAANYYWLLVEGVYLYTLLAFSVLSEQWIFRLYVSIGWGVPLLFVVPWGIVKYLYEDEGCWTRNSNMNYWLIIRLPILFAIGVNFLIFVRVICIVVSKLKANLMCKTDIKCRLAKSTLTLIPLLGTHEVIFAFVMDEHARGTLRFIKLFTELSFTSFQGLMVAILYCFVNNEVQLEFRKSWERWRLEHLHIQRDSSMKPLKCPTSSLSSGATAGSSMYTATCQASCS
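Stable HEK293 clone (constitutively active GLP-1R + cAMP-response luciferase); 200 cells/uL plated, 12 h pre-culture, compound 24 hr, 37 deg C/5% CO2; detection reagent 12 min RT; luminescence.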
PTHR1 agonist = PTHR1 (human) receptor agonism | Q03431 | HEK293 GP2 PTHR1 cells, GloSensor cAMP luminescence, 1 h | Potency, µM (titrated, usually from 115 µM), inactives show at the highest dose activation, most hits filed as activators | actives 0.075% (n = 410,000) | AID 743266; also: potency is read from the fitted curve at half-maximal effect; nearly all actives have a fitted effect of over 55% in size; some results filed as inactive show a strong effect at the top dose; inactives centre near -15; many of its hits are not listed in these tables
Target sequence (Q03431 whole entry, looked up): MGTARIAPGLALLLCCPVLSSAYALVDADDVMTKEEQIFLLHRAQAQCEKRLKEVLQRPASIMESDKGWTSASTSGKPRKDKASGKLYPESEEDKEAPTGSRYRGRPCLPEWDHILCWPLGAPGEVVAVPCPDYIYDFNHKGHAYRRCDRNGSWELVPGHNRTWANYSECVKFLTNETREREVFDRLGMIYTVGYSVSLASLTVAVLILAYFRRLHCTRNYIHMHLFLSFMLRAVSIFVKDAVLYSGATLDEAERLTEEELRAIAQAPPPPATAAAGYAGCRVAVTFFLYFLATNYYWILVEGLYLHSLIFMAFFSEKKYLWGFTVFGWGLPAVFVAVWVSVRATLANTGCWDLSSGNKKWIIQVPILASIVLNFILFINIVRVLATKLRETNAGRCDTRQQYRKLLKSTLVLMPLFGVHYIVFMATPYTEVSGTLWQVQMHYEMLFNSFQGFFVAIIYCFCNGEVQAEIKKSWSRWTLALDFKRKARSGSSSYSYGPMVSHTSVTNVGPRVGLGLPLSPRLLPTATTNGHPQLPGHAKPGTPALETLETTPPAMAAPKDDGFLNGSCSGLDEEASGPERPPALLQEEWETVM
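HEK-293-derived GP2 cells expressing PTHR1 and a GloSensor cAMP reporter, 3,000/well, plated overnight, given luciferin plus IBMX (each 0.5 mM as added) for 1 h at 37 °C, then compound for 1 h at 37 °C. Luminescence was read after 15 min at room temperature.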
PLK1 PBD inh = inhibitors of human PLK1 polo-box domain binding. P53350. Plk1 PBD binding of FITC phosphopeptide, fluorescence polarization. actives 2.8% (n = 360,000). Potency, µM, for inactives: max response, negative = inhibition, hits mostly inhibitors; also: potency is read from the fitted curve at half-maximal effect; series mostly up to about 57 µM; % is scaled to controls: 0 for no effect and ±100 for the full control effect; nearly all actives have a fitted effect of over 65% in size
IL-2 act = activators of IL-2; IL-2 activation reporter assay, cell-based qHTS; stimulated with anti-CD3/CD4/CD28 beads; in transgenic mouse T cells; activation, % (series mostly up to about 46 µM); actives 0.065% (n = 360,000); in the data active = activation above about 50%; inconclusive = mostly about 30% to 49%; also: 0% is about no effect
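Unstimulated transgenic mouse T cells; 60-min compound exposure; bead-based TCR/CD4/CD28 stimulation; 18 h culture, 37 degrees C; dual fluorescence (EGFP, DsRed) plate cytometry.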
GLP1R ag = activates the human GLP-1 receptor | P43220 | HEK293 GLP-1R CRE-luciferase, luminescence, 4-6 h; cells express a hypersensitive GLP-1R form | Potency, µM (titrated, usually from 45.6 µM), inactives show at the highest dose activation, most hits filed as activators | actives 0.007% (n = 380,000) | AID 624172; also: potency is read from the fitted curve at half-maximal effect; % of control where 0% means no effect
* = called active by the depositor; i = inactive; ? = inconclusive; nt = no result given; & = joins results of further samples; [ ] = remark or other dose. Unless noted, calls follow the shape of the dose curve; as a rule, active = well fitted curve in the direction sought with a large enough effect; inconclusive = small, poorly fitted or top-dose-only effect, or another doubt; inactive = no such curve, though single readings can be large; an effect the other way counts as inactive or inconclusive. Only part of the results is shown; the hit share may differ from the screen's.

Results follow in this order: EPAC1 antagonist, GLP1R inv ag, PI5P4K alpha inh, EPAC1 agonist, PLK1 PBD inh, PTHR1 agonist, GLP1R ag, HEK293 tox, IL-2 act
Cc1cc(C(=O)COc2ccccc2[N+](=O)[O-])c(C)n1C1CC1
  13%, 7%, 2, -2%, 1%, -3%, 13%, -9%, -0.5
CC(=O)c1cccc(-c2cnc3c(NC=O)cc(-c4ccc(N5CCN(C)CC5)cc4)cn23)c1
  -15%, 1%, -1, -3%, 2%, i, 20%, 1%, -0.4
CN(C)C(=O)C1CCC(=O)N1Cc1cccs1 (stereo not given)
  -6%, 3%, 3, 3%, ?, i, 2%, 2%, 0.3
COCCNC(=O)c1cc(-c2ccccc2)n(Cc2cc(C)no2)n1
  -8%, 0%, 3, -9%, -15%, i, 2%, -8%, -0.4
Cc1ccccc1OCCC(=O)OCC(=O)NC(=O)c1ccccc1
  ?, 6%, 3, -14%, -6%, i, -4%, 8%, 0.9
O=C(Nc1cc(Cl)ccc1-n1cncn1)c1cn2ccccc2n1
  -19%, 26%, 3, -2%, -21%, -1%, 15%, 13%, -5.0
CSc1ccc(/C=C/C(=O)Nc2ccccc2)cc1
  5%, 6%[0.307 µM], -14, -3%, -4%, -40%[inhibitor], -38%[inhibitor], 1%[0.307 µM], 0.6
CCC(CC)CC1CN2CCc3cc(OC)c(OC)cc3C2CC1(O)CC (stereo not given)
  -12%, -29%, -2, -2%, -6%, -66%[inhibitor], -1%, -6%, -4.4
Cc1ccc(-c2nnn(CC(=O)N(CCCO)C(C(=O)NC3CCCC3)c3ccc(F)cc3)n2)o1 (stereo not given)
  11%, -2%, -5, 1%, 2%, -13%, 8%, -7%, -6.4
COCC(=O)Nc1cc(C)cn(Cc2cccc(C(F)(F)F)c2)c1=O
  4%, -13%, 0, -7%, 0%, i, -5%, -2%, 0.3
Cc1ccc(N2C(=O)C3C(C2=O)C2C=CC3C23CC3)cc1 (stereo not given)
  1%, -3%, nt, 1%, -7%, -11%, -11%, -17%, -1.3
COc1cc(OCC(=O)NC(C)C)cc2c1C(=O)O[C@@H](C)CCCC(=O)CCCCC2
  -3%, 2%, 2, 11%, -12%, i, -4%, -8%, 0.0
O=C(NC1CCCCC1)C(c1ccc2ncccc2c1)N(Cc1ccccc1)C(=O)c1cccs1 (stereo not given)
  -6%, ?, nt, 9%, -2%, -6%[57.5 µM], 1%, ?, 0.8
Cc1ccc(S(=O)(=O)N(C)c2ccc(OC(=O)c3ccc(=O)[nH]c3)cc2)cc1
  0%, -18%, -2, 4%, -13%, 0%, -2%, 2%, -3.7
N#CCCn1cc(/C=N/NC(N)=S)c(-c2ccc(-c3ccccc3)cc2)n1
  -5%, -27%, 2, 24%, -17%, -47%[inhibitor], -3%, ?, -0.9
CC(O)c1ccc(OCCN(C)c2ccccn2)cc1 (stereo not given)
  -11%, 92%[activator], -2, 8%, -2%, -10%, 10%, 2%, -2.7
C=CCCC(=O)Nc1nc(C)c(-c2csc(Nc3ccc(Cl)cc3)n2)s1
  -7%, ?, 2, -6%, -17%, 0%, 4%, -7%, 1.0
Cn1c(SCC(=O)Nc2ccc3c(c2)OCCO3)nnc1-c1ccncc1
  2%, 7%, 1, 10%, -3%, i, 13%, 3%, 0.4
COC(=O)c1c(NC(=O)CSc2ncnc3[nH]ncc23)sc2c1CCC2
  -1%, 39%[activator], -12, 5%, -2%, -3%, 2%, 18%, 1.0
Cc1c(C(=O)NCCN2C(=O)S/C(=C\c3cccs3)C2=O)cccc1[N+](=O)[O-]
  29%, 6%, -6, -18%, 8%, i, 3%, 9%[1.53 µM], 0.6
Cc1ccsc1C(=O)Nc1ccc(F)c([N+](=O)[O-])c1
  -3%, 15%, -4, 4%, -19%, i, 11%, 3%, -3.2
CC(Oc1ccc(C#N)cc1)C(=O)Nc1ccc(-n2cnnn2)cc1 (stereo not given)
  -15%, 26%, 3, -5%, -10%, -21%, 13%, 9%, 0.9
CC(C)NC(=O)CN(C)S(=O)(=O)c1ccc(F)cc1
  -4%, 19%, 7, 6%, -11%, i, -14%, 22%, -0.5
Cc1nnc(SCC(=O)NC2CCCc3c2cnn3-c2ccccc2F)o1 (stereo not given)
  4%, 8%, 1, -2%, -10%, -12%, -2%, 0%, 8.3
COc1cccc(CN2CCN(C(=O)c3ccco3)CC2)c1
  -13%, -9%, 1, 3%, -5%, ?, 8%, 3%, 0.0
COc1ccc(CNS(=O)(=O)c2cc3c4c(c2)CCN4C(=O)CC3)cc1
  -7%, 7%&3%, 1, 32%, -2%, -12%, 9%, 14%&0%, 1.1
Cc1ccc(-n2c(SCC(=O)Nc3cc(C)on3)nc3c(c2=O)SC(C)C3)cc1 (stereo not given)
  5%, 11%, -7, -15%, -2%, i, 1%, 3%, -3.2
COc1cc(NC(=O)COC(=O)c2cc(S(=O)(=O)N3CCOCC3)ccc2F)cc(OC)c1
  -5%, -6%, 0, 16%, 4%, i, 9%, -15%, 0.3
CN(C)C(CNC(=O)CCCN1C(=O)c2cccc3cccc(c23)C1=O)c1ccccc1 (stereo not given)
  -13%, -26%, -7, -4%, -7%, -6%, 33%, -4%, 0.0
COc1ccccc1N1CCN(C(=O)c2cccs2)CC1
  -3%, -5%, -8, 7%, 4%, -2%, -4%, 1%, -2.9

Exported with tabs: part of the list above
Structure	EPAC1 antagonist	GLP1R inv ag	PI5P4K alpha inh	EPAC1 agonist	PLK1 PBD inh	PTHR1 agonist	GLP1R ag	HEK293 tox	IL-2 act
Cc1cc(C(=O)COc2ccccc2[N+](=O)[O-])c(C)n1C1CC1	13%	7%	2	-2%	1%	-3%	13%	-9%	-0.5
CC(=O)c1cccc(-c2cnc3c(NC=O)cc(-c4ccc(N5CCN(C)CC5)cc4)cn23)c1	-15%	1%	-1	-3%	2%	i	20%	1%	-0.4
CN(C)C(=O)C1CCC(=O)N1Cc1cccs1 (stereo not given)	-6%	3%	3	3%	?	i	2%	2%	0.3
COCCNC(=O)c1cc(-c2ccccc2)n(Cc2cc(C)no2)n1	-8%	0%	3	-9%	-15%	i	2%	-8%	-0.4
Cc1ccccc1OCCC(=O)OCC(=O)NC(=O)c1ccccc1	?	6%	3	-14%	-6%	i	-4%	8%	0.9
O=C(Nc1cc(Cl)ccc1-n1cncn1)c1cn2ccccc2n1	-19%	26%	3	-2%	-21%	-1%	15%	13%	-5.0
CSc1ccc(/C=C/C(=O)Nc2ccccc2)cc1	5%	6%[0.307 µM]	-14	-3%	-4%	-40%[inhibitor]	-38%[inhibitor]	1%[0.307 µM]	0.6
CCC(CC)CC1CN2CCc3cc(OC)c(OC)cc3C2CC1(O)CC (stereo not given)	-12%	-29%	-2	-2%	-6%	-66%[inhibitor]	-1%	-6%	-4.4
Cc1ccc(-c2nnn(CC(=O)N(CCCO)C(C(=O)NC3CCCC3)c3ccc(F)cc3)n2)o1 (stereo not given)	11%	-2%	-5	1%	2%	-13%	8%	-7%	-6.4

Further compounds follow.
Results follow in this order: EPAC1 antagonist, GLP1R inv ag, PI5P4K alpha inh, EPAC1 agonist, PLK1 PBD inh, PTHR1 agonist, GLP1R ag, HEK293 tox, IL-2 act
COCc1nc(-c2cc(OC)c(OC)c(OC)c2)no1
  -17%, 0%, -3, -5%, 1%, i, 0%, 4%, -1.0
O=C(O)c1nn(-c2ccc(Cl)cc2)ccc1=O
  -10%, -17%, 1, 1%, -19%, i, -10%, -12%, -0.7
O=C(O)c1ccc(Nc2nc(-c3cccnc3)cs2)cc1
  -9%, 19%, 1, -2%, -10%, -21%, 3%, -6%, -1.1
COc1ccc(CN2C(=O)c3cccc4cccc(c34)C2=O)cc1
  7%, 22%, 4, 2%, 4%, i, 13%, -7%, -0.8
CCc1nnc(NS(=O)(=O)c2ccc(NC(=S)NC(=O)c3ccc(F)cc3)cc2)s1
  -15%, -15%, -15, -7%, -13%, -28%, -2%, 1%, -0.6
c1ccc(SCCN2CCN(c3ccccc3)CC2)cc1
  -21%, ?, 3, 2%, -18%, -17%, -1%, 4%, -0.8
CCc1c(C2(O)CCCCC2)[nH]c2ncccc12
  3%, ?, -1, 4%, 5%, i, -7%, ?, 0.1
COC(=O)c1cccc(CC2(C)C(=O)Nc3cc(-c4ccccc4Cl)ccc32)c1 (stereo not given)
  -29%, ?, 9, 6%, -12%, -60%[inhibitor], 3%, 2%, 0.1
CC(C)[C@H](NC(=O)C1CCN(S(=O)(=O)c2ccc(F)cc2)CC1)C(=O)N1CCCC1
  -2%, -20%, 0, 2%, -6%, i, 0%, 4%, 0.8
CSC[C@H]1CN(c2ccccc2)C(=O)[C@@H]1CC(=O)Nc1ccccc1
  7%, 6%, 0, -4%, 0%, -10%, -5%, -1%, 0.0
Cc1ccc(OCC(=O)N(C)CC(=O)Nc2ccc(N3CCOCC3)cc2)cc1
  2%, 18%, -5, 6%, 4%, i, -10%, 13%, -5.5
CC[C@H](C)[C@H](NC(N)=O)C(=O)NCCc1ccc(Cl)cc1
  -13%, 0%, 3, -4%, 0%, i, 0%, 0%, 0.3
Cc1[nH][nH]c(=O)c1N=Nc1ccccc1
  -5%, 9%, -4, 4%, -13%, i, 24%, ?, -0.6
Cc1ccccc1NC(=O)C1CCC(=O)N1 (stereo not given)
  -1%, 18%, -3, 1%, -15%, i, -2%, -2%, -1.6
CCN(CC)S(=O)(=O)c1ccc(Cl)c(C(=O)Nc2ccc(Cl)cc2[N+](=O)[O-])c1
  9%, ?, -6, 6%, -9%, -23%, 13%, -4%, -3.9
O=C(N/N=C/c1cccc([N+](=O)[O-])c1)c1cc2ccccc2o1
  -9%, 27%, 0, 13%, -24%, i, 5%, -4%, -1.2
Cc1cccc2c1cnn2C(=O)CCC(=O)NC1CCCCC1
  3%, 26%, 0, -3%, 7%, -20%, -1%, 29%, -1.0
O=C1CCCCC1Sc1nnc(-c2ccc3c(c2)OCO3)o1 (stereo not given)
  -1%, 3.2µM*, ?, -8%, -8%, -30%[inhibitor], -5%, -7%, -0.4
